BLM helicase inh = qHTS Assay for Inhibitors of Bloom's syndrome helicase (BLM); RecQ-like DNA helicase BLM (Homo sapiens), P54132; recombinant BLM DNA unwinding, fluorescence dequenching; Potency, µM (top dose mostly 56.1 µM), for inactives: at the highest dose activity change, negative = inhibition, most hits filed as inhibitors; hit rate 0.2% among 350,000;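 further: plate controls were vehicle for no effect and no enzyme for full effect; nearly all actives have a fitted effect of over 35% in size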
Pol beta inh = qHTS Assay for Inhibitors of DNA Polymerase Beta; P06746; Pol beta primer extension/strand displacement, fluorescence kinetic; Potency, µM (series often up to 114 µM), inactives show at the highest dose activity change, negative = inhibition, actives largely listed as inhibitors; hit rate 1.3% among 340,000; further: on the % scale 0 is the no-effect control and ±100 the full control effect
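Reaction started by 50 nM substrate onto compound-treated Pol beta (10 nM, 15 min preincubation, room temperature); plates read at 0 min and 10 min. Normalized concentration-effect data fitted by four-parameter Hill equation.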
Anesthetic bind = qHTS Assay for Identification of Novel General Anesthetics; Ferritin light chain (Equus caballus), P02791; apoferritin/1-aminoanthracene competitive binding, fluorescence; Potency, µM (doses to about 77.5 µM), for inactives: top-dose activity change, negative = displacement, most hits filed as inhibitors; hit rate 0.074% among 350,000; AID 485281, 2010; further: on the % scale 0 is the no-effect control and ±100 the full control effect; nearly all actives have a fitted effect of over 20% in size
Target sequence (P02791 2-175 limits assumed): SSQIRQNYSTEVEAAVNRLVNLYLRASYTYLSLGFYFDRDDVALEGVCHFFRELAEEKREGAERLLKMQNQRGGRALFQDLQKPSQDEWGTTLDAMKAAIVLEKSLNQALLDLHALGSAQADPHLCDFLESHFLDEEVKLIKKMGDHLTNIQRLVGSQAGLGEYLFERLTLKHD
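Probe: 1-aminoanthracene (50% saturated, PBS). Protein: horse-spleen apoferritin, 10 uM. Incubation: 10 min, room temperature. Detection: 380 nm excitation, 535 nm emission. Analysis: normalized response, four-parameter Hill.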
G9a block = qHTS Assay for Inhibitors of Histone Lysine Methyltransferase G9a. Histone-lysine N-methyltransferase EHMT2 (Homo sapiens), Q96KQ7. G9a H3K9 monomethylation, AlphaScreen, 2 h. Potency, µM (top dose mostly 102 µM), inactives show top-dose activity, negative = inhibition, most hits filed as inhibitors. hit rate 8.8% among 350,000; further: on the % scale 0 is the no-effect control and ±100 the full control effect; nearly all actives have a fitted effect of over 75% in size
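Quantitative HTS format: methyltransferase activity on a biotin-tagged H3K9 peptide is measured by AlphaScreen, using a rabbit anti-monomethyl-H3K9 antibody with streptavidin donor and anti-IgG acceptor beads. Final levels are 20 nM enzyme, 500 nM peptide, 20 uM SAM; 2 h RT.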
Pol kappa inh = qHTS for Inhibitors of Polymerase Kappa | AID 588579, 2011 | purified Pol kappa, fluorescent DNA synthesis assay, 10 min | hit rate 0.53% among 400,000 | Potency, µM (titrated, usually from 107 µM), for the others: at the top dose activity, negative = inhibition, most hits filed as inhibitors | DNA polymerase kappa (Homo sapiens), Q9UBT6; further: on the % scale 0 is the no-effect control and ±100 the full control effect
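Activity was followed as the change in fluorescence between reads at 0 and 10 min after starting the reaction with 50 nM substrate. Beforehand, 10 nM polymerase had been preincubated with compound for 15 min at room temperature.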
POLH inh = qHTS for Inhibitors of Polymerase Eta; DNA polymerase eta (Homo sapiens), Q9Y253; recombinant Pol eta, fluorescent DNA replication assay; Potency, µM (doses to about 114 µM), inactives show at the highest dose activity change, negative = inhibition, most hits filed as inhibitors; hit rate 1.2% among 390,000; AID 588591, 2011; further: on the % scale 0 is the no-effect control and ±100 the full control effect
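Fluorescent replication assay: 50 nM final substrate added after a 15 min room-temperature compound preincubation with 10 nM enzyme. Signal taken at 0 min and again at 10 min.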
APEX1 inh = qHTS Assay for Inhibitors of the Human Apurinic/apyrimidinic Endonuclease 1 (APE1) | DNA repair nuclease/redox regulator APEX1 (Homo sapiens), P27695 | hit rate 0.35% among 350,000 | Potency, µM (highest dose often 65.8 µM), for the others: top-dose activity change, negative = inhibition, actives largely listed as inhibitors | recombinant APE1, TAMRA/BHQ-2 abasic DNA cleavage fluorescence;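 further: plate controls were vehicle for no effect and reference inhibitor for full effect; nearly all actives have a fitted effect of over 55% in size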
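APE1 at 0.75 nM final was preincubated with compound 15 min at room temperature, then 50 nM double-stranded THF abasic-site substrate (5'-TAMRA/3'-BHQ-2) was added. Fluorescence (ex 525/em 598 nm) was read kinetically; third-minus-first read gave activity.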
BAZ2B inh = qHTS Assay for Inhibitors of BAZ2B. Bromodomain adjacent to zinc finger domain protein 2B (Homo sapiens), Q9UIF8. AlphaScreen BAZ2B-H3K14Ac peptide displacement. Potency, µM (titrated, usually from 114 µM), for the others: top-dose activity change, negative = inhibition, usual class: inhibitors. hit rate 4.4% among 360,000. AID 504333, 2011; further: on the % scale 0 is the no-effect control and ±100 the full control effect; nearly all actives have a fitted effect of over 60% in size
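BAZ2B 50 nM plus b-H3(5-23)K14Ac 50 nM, PBS pH 7.4/0.01% Tween-20, 30 min RT; compound added (max 110 uM), 30 min RT; streptavidin donor/Ni-chelate acceptor beads 10 ug/mL final, 20 min dark; AlphaScreen read.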
Pol iota inh = qHTS for Inhibitors of Polymerase Iota | Pol iota fluorescent replication assay, 10 min | Potency, µM (highest dose often 115 µM), for inactives: at the highest dose activity, negative = inhibition, usual class: inhibitors | hit rate 1% among 390,000 | AID 588590, 2011 | DNA polymerase iota (Homo sapiens), Q9UNA4
Target sequence (Q9UNA4 whole entry, looked up): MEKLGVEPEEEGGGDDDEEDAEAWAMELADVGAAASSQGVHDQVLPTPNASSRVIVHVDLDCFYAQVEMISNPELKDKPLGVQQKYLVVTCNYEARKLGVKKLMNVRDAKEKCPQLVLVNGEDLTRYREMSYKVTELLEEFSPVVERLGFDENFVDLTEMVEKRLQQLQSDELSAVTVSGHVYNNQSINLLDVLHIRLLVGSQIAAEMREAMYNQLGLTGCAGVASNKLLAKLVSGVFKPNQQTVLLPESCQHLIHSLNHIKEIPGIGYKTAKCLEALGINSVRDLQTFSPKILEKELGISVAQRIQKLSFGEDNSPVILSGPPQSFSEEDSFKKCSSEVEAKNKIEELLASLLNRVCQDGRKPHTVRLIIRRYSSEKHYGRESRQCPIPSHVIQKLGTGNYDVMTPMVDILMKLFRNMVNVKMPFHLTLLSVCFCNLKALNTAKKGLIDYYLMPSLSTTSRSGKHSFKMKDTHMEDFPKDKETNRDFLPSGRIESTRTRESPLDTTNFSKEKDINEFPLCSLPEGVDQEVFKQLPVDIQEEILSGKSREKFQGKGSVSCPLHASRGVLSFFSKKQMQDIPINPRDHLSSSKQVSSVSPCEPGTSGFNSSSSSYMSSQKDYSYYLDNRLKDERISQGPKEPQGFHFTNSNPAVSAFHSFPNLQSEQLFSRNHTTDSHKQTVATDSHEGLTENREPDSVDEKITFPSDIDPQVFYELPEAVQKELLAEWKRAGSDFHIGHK
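Pol iota at 10 nM preincubated 15 min with compounds at room temperature; reaction started with fluorescent substrate, 50 nM final. Fluorescence read kinetically at 0 and 10 min; buffer-only wells as negative control.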
Active calls of the source: *; [ ] = another dose, or the depositor's remark. The call rests on the fitted dose curve; in most records, active means well fitted curve in the direction sought with a large enough effect; inconclusive means small, poorly fitted or top-dose-only effect, or another doubt; inactive means no such curve, though single readings can be large; an effect the other way counts as inactive or inconclusive. Potency means the concentration at half of the fitted maximal effect.

For OCC1OC(n2nnc3ccccc32)C(O)C(O)C1O (configuration not stated) the results were BLM helicase inh -2%, Pol beta inh -1%, Anesthetic bind -11%, G9a block -6%, Pol kappa inh -16%, POLH inh inconclusive, APEX1 inh 3%, BAZ2B inh 1% and Pol iota inh 18%.
`CCCCOC(=O)CSc1nnc(-c2ccc(C)cc2)o1` gave BLM helicase inh -4%, Pol beta inh -15%, Anesthetic bind -2%, G9a block -47%[59 µM], Pol kappa inh -10%, BAZ2B inh 220%[activator] and Pol iota inh -15%.
Screening CCc1cc(C(=O)NC(C)C2CCCO2)cs1 (configuration not stated) returned BLM helicase inh -3%, Pol beta inh 1%, Anesthetic bind -4%, G9a block -6%, Pol kappa inh -6%, POLH inh -17%, APEX1 inh 30%, BAZ2B inh -24% and Pol iota inh 25%.
O=C(COC(=O)C1CCC(=O)N1)Nc1cc(Cl)ccc1Cl (configuration not stated) was read as BLM helicase inh 1%, Pol beta inh 9%, Anesthetic bind -1%, G9a block 0%[59 µM], Pol kappa inh -1%, POLH inh -5%, APEX1 inh 1%, BAZ2B inh 0% and Pol iota inh 4%.
For O=C(COC(=O)CN=C1NS(=O)(=O)c2ccccc21)Nc1ccccc1OC(F)F the results were BLM helicase inh 0%, Pol beta inh 27%, Anesthetic bind -7%, G9a block 1%, Pol kappa inh 2%, POLH inh -14%, APEX1 inh -5%, BAZ2B inh 0% and Pol iota inh 29%.
For CC1(O)N(Cc2ccccc2)C(=O)OC12CCCCC2 (configuration not stated) the results were BLM helicase inh 0%, Pol beta inh -4%, Anesthetic bind inconclusive, G9a block -21%[12.7 µM], Pol kappa inh 12%, POLH inh -9%, APEX1 inh -8%, BAZ2B inh -3% and Pol iota inh -16%.
For CCCCn1c(CN(C)Cc2ccccc2)nc2c1c(=O)n(C)c(=O)n2C the results were BLM helicase inh 0%, Pol beta inh 4%, Anesthetic bind -8%, G9a block -23%[59 µM], Pol kappa inh 4%, POLH inh -21%, APEX1 inh 17%, BAZ2B inh -6% and Pol iota inh 20%.
For CC(=O)[C@]1(O)CCC2C3C=C(Cl)C4=CC(=O)C5CC5[C@@]4(C)C3CC[C@]21C (some centres not stated) the results were BLM helicase inh 3%, Anesthetic bind -7%, G9a block -38%[2.33 µM] and Pol kappa inh -5%[60.1 µM].
COC(=O)c1ccc(-c2sc3nc(N4CCOCC4)c4c(c3c2N)CC(C)(C)OC4)o1 was read as BLM helicase inh -5%, Pol beta inh -1%, Anesthetic bind 4%, G9a block -9%[12.7 µM], Pol kappa inh -16%, POLH inh 1%, APEX1 inh 3%, BAZ2B inh -2% and Pol iota inh 4%.
`Cc1cccc(NC(=O)c2ccco2)c1C` gave BLM helicase inh 3%, Pol beta inh 51%, Anesthetic bind -9%, Pol kappa inh 15%, POLH inh -7%, APEX1 inh -3%, BAZ2B inh 7% and Pol iota inh -9%.
Cc1ccc2cc(CCNC(=O)C(C)C)c(=O)[nH]c2c1C was read as BLM helicase inh 0%, Pol beta inh -16%, Anesthetic bind -1%, G9a block inconclusive, Pol kappa inh 3%, POLH inh -10%, APEX1 inh -6%, BAZ2B inh 5% and Pol iota inh 8%.
For COCCCN1C(=O)c2ccc(C(=O)NCc3ccco3)cc2C1=O the results were BLM helicase inh 0%, Pol beta inh 15%, Anesthetic bind -14%, G9a block inconclusive, Pol kappa inh 0%, POLH inh -15%, APEX1 inh -4% and Pol iota inh 10%.
CCOC(=O)c1c[nH][nH]c1=O was read as BLM helicase inh -8%, Pol beta inh 1%, Anesthetic bind -1%, G9a block 11%[12.7 µM], Pol kappa inh -5%, POLH inh 4%, APEX1 inh inconclusive, BAZ2B inh -3% and Pol iota inh 10%.
For C=CCn1c(SCC#N)nc2c(c1=O)C(C)(C)Cc1ccccc1-2 the results were BLM helicase inh -13%, Pol beta inh inconclusive, Anesthetic bind -7%, G9a block -5%[12.7 µM], Pol kappa inh -14%, POLH inh -22%, APEX1 inh -7%, BAZ2B inh 3% and Pol iota inh 0%.
For C/C(CC(=O)C(F)(F)F)=N\NC(=O)/C(C#N)=C/N(C)C the results were BLM helicase inh 2%, Pol beta inh 1%, Anesthetic bind -1%, G9a block -34%, Pol kappa inh -8%, POLH inh -4%, APEX1 inh -4%, BAZ2B inh -28% and Pol iota inh inconclusive.
For Cc1cc(C)cc(N(CC(=O)NC2CCCC2)C(=O)CCC(=O)Nc2cc(C)on2)c1 the results were BLM helicase inh -1%, Pol beta inh -2%, Anesthetic bind -5%, G9a block 6%, Pol kappa inh -8%, POLH inh -7%, APEX1 inh 77%[activator], BAZ2B inh 1% and Pol iota inh 154%[activator].
`CCCc1nc(SCC(=O)Nc2nnc(SCC)s2)c2c(=O)n(C)c(=O)n(C)c2n1` gave BLM helicase inh -1%, Pol beta inh -28%, Anesthetic bind -10%, G9a block -2%, Pol kappa inh 2%, POLH inh -3%, APEX1 inh -2%, BAZ2B inh 7% and Pol iota inh 29%.
Screening Cc1cccc(C(=O)NNC(=O)C23CC4CC(CC(C4)C2)C3)c1O returned BLM helicase inh -3%, Pol beta inh 0%, Anesthetic bind -9%, G9a block -7%, Pol kappa inh -14%, POLH inh -19%, APEX1 inh 2%, BAZ2B inh -5% and Pol iota inh 187%[activator].
For CC(=O)c1c(C)nc(-c2ccc(OCC(=O)Nc3ccc(F)cc3)cc2)n1O the results were BLM helicase inh 2%, Pol beta inh 21%, Anesthetic bind -2%, G9a block 18µM*, Pol kappa inh -12%, POLH inh -5%, APEX1 inh 9%, BAZ2B inh -26% and Pol iota inh 0%.
C#Cc1ccc(CN2CCN(CCc3ccccc3)C(CCO)C2)cc1 (configuration not stated) was read as BLM helicase inh -3%, Pol beta inh 0%, Anesthetic bind -4%, G9a block inconclusive, Pol kappa inh -3%, POLH inh -6%, APEX1 inh 6%, BAZ2B inh -4% and Pol iota inh inconclusive.
Cc1[nH]c2ccccc2c1C(=O)COC(=O)c1ccc([N+](=O)[O-])s1 was read as BLM helicase inh -10%, Pol beta inh 4%, Anesthetic bind -8%, G9a block 32µM*, Pol kappa inh 11%, POLH inh -9%, APEX1 inh -4%, BAZ2B inh inconclusive and Pol iota inh 6%.
Screening CC1CN(C(=O)c2ccc(COCC(F)(F)F)o2)CC(C)O1 (configuration not stated) returned BLM helicase inh 2%, Pol beta inh -3%, Anesthetic bind 3%, G9a block -7%[59 µM], Pol kappa inh -7%, POLH inh -10%, APEX1 inh 8%, BAZ2B inh -4% and Pol iota inh 16%.
For Cc1cccc(OC(=O)Cn2c(C(F)(F)F)nc3ccccc32)c1 the results were BLM helicase inh -2%, Pol beta inh 5%, Anesthetic bind inconclusive, G9a block 64%[activator], Pol kappa inh -6%, POLH inh -7%, APEX1 inh 35µM*, BAZ2B inh 11% and Pol iota inh 4%.
`COc1ccc(NC(=O)O/N=C/c2ccc(Br)cc2)cc1` gave BLM helicase inh -12%, Pol beta inh 3%, Anesthetic bind -23%, G9a block 0%, Pol kappa inh -21%, POLH inh -8%, APEX1 inh 6%, BAZ2B inh 1% and Pol iota inh 7%.
`CCOc1cc(-c2ccc(OC(=O)c3ccccc3F)cc2)cc(=O)c2c(C)oc(C)c12` gave BLM helicase inh -9%, Pol beta inh 12%, Anesthetic bind 6%, G9a block -28%[59 µM], Pol kappa inh -10%, POLH inh -1%, BAZ2B inh inconclusive and Pol iota inh 3%.
For CS(=O)(=O)c1nc(-c2ccc(Br)cc2)n[nH]1 the results were BLM helicase inh -7%, Pol beta inh -29%, Anesthetic bind 2%, G9a block inconclusive, Pol kappa inh 0%, POLH inh -17%, APEX1 inh -11%, BAZ2B inh -8% and Pol iota inh 123%[activator].
CCCN(CCC)CCCNC(=O)c1cc2c(=O)n(C)c3ccccc3c2n1C was read as BLM helicase inh 52%[activator], Pol beta inh -7%, Anesthetic bind -10%, G9a block inconclusive, Pol kappa inh 26%, POLH inh -11%, APEX1 inh -5%, BAZ2B inh -4% and Pol iota inh -25%.
Screening Cc1ccc(NC(=O)CSc2nnc(CNC(=O)c3cccs3)o2)c(C)c1 returned BLM helicase inh 3%, Pol beta inh 10%, Anesthetic bind -9%, G9a block 1%, Pol kappa inh 2%[60.1 µM], POLH inh 1%, APEX1 inh 5%, BAZ2B inh 3% and Pol iota inh 32%[activator].
Screening CCOc1ccc(N2CC(C(=O)Nc3ccc(S(=O)(=O)Nc4nccs4)cc3)CC2=O)cc1 (configuration not stated) returned BLM helicase inh -6%, Pol beta inh 4%, Anesthetic bind 5%, G9a block inconclusive, Pol kappa inh 2%, POLH inh -15%, APEX1 inh 17%, BAZ2B inh -24% and Pol iota inh 116%[activator].
Screening O=C1C=C(c2ccnc3cc(Cl)ccc23)C[C@@H](c2ccc3c(c2)OCO3)C1 returned G9a block -19%[0.501 µM], Pol kappa inh -10%, POLH inh 5%, APEX1 inh 46%, BAZ2B inh inconclusive and Pol iota inh 3%.

Fetched by structure from the entries so far (2):
`CCCc1nc(SCC(=O)Nc2nnc(SCC)s2)c2c(=O)n(C)c(=O)n(C)c2n1` gave BLM helicase inh -1%, Pol beta inh -28%, Anesthetic bind -10%, G9a block -2%, Pol kappa inh 2%, POLH inh -3%, APEX1 inh -2%, BAZ2B inh 7% and Pol iota inh 29%.
For Cc1cc(C)cc(N(CC(=O)NC2CCCC2)C(=O)CCC(=O)Nc2cc(C)on2)c1 the results were BLM helicase inh -1%, Pol beta inh -2%, Anesthetic bind -5%, G9a block 6%, Pol kappa inh -8%, POLH inh -7%, APEX1 inh 77%[activator], BAZ2B inh 1% and Pol iota inh 154%[activator].

An excerpt. The share of hits here may be higher or lower than overall.
